ANO1 block – TMEM16A chloride channel inhibitors, primary screen, cell-based, HTS | Anoctamin-1 (Mus musculus), Q8BHY3 | HEK293 TMEM16A/YFP iodide influx fluorescence, ionomycin | normalized B-score (activity score, 25-100; higher = stronger inhibition) at 10 µM | hit rate 1.2% among 310,000;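 active = ratio plate-corrected score three or more library SD toward inhibition, starting fluorescence score within five deviations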;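 note: score derived from kinetic fluorescence span divided by baseline fluorescence per well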
TMEM16A act – TMEM16A chloride channel activators or potentiators, primary screen, cell-based, HTS; Anoctamin-1 (Mus musculus), Q8BHY3; HEK293 TMEM16A/YFP-H148Q/I152L, iodide quench fluorescence; active compounds read low; hit rate 0.3% among 340,000; B-score at 10 µM;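 active = fluorescence-ratio B-score plate-corrected deviation score at least 3 library SD below zero, with starting fluorescence score within 5 deviations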;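 note: channel opened by trigger with iodide after compound preincubation; score built on the fluorescence ratio of max minus min over baseline; more negative score means more quench and so TMEM16A activation or potentiation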
KCNQ1 block – inhibitors of human KCNQ1 channel, primary screen, cell-based, thallium flux, high-throughput. hit rate 1.3% among 310,000. B-score at 10 µM. Potassium voltage-gated channel subfamily KQT member 1 (Homo sapiens), P51787. CHO-K1 KCNQ1, FluxOR thallium flux fluorescence; active compounds read high;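 active = compounds whose thallium flux B-score, printed positive for inhibition, exceeds three library SD while starting fluorescence stays within three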;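 note: channel opened by potassium depolarization with thallium stimulus after 20 min compound exposure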
RGS4 inh – RGS4 inhibitors, primary screen, cell-based, HEK293 M3R inducible RGS4, calcium flux. B-score at 10 µM. Fluo-4 calcium flux; active compounds read high; triggered by carbachol at its EC20. hit rate 0.45% among 310,000. AID 463165, 2010. Regulator of G-protein signaling 4 (Homo sapiens), P49798;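 active = B-score, a plate-corrected calcium signal, over three deviations above library mean, with baseline fluorescence within five deviations of library mean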;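 note: RGS4 expression induced by doxycycline in cells with stable M3 receptor; B-score is computed from the integrated fluorescence ratio over baseline after carbachol; higher B-score means a larger calcium signal and so more RGS4 inhibition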
Target sequence (P49798 whole entry, looked up): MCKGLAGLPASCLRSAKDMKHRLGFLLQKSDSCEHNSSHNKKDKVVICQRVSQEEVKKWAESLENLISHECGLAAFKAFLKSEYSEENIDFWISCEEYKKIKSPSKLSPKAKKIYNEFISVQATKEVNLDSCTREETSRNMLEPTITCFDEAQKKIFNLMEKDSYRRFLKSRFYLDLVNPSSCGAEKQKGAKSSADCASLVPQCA
KCNK3 inh – human KCNK3 channel inhibitors, primary screen, CHO cells, FluxOR thallium flux, B-score; FluxOR fluorescence; active compounds read low; B-score at 10 µM; AID 602410, 2012; hit rate 0.84% among 340,000; Potassium channel subfamily K member 3 (Homo sapiens), O14649;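 active = B-score under library mean minus 4 SD, starting fluorescence ratio at most library mean plus 5 SD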;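 note: more negative B-score means stronger inhibition of thallium flux through KCNK3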
Target sequence (O14649 whole entry, looked up): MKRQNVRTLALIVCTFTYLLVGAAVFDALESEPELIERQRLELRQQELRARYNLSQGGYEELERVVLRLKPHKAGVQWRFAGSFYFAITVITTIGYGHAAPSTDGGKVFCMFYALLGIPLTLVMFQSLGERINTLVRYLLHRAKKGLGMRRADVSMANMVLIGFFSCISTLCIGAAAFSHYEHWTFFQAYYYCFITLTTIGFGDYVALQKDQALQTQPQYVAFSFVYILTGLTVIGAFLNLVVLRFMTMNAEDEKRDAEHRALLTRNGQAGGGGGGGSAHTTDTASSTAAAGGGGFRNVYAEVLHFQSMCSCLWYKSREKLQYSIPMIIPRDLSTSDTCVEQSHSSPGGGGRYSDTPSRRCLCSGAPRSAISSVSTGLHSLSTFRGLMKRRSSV
HDAC3 inh – HDAC3 deacetylase inhibitors, primary screen, biochemical, fluorescence, cell-free homogeneous; hit rate 0.15% among 320,000; recombinant HDAC3, fluorogenic peptide/trypsin coupled; inhibition, % at 8.3 µM; Histone deacetylase 3 (Homo sapiens), O15379; in the data active = inhibition above about 26%, passing the limit was not always enough; inconclusive = no clear call, values can overlap the other calls
Target sequence (O15379 whole entry, looked up): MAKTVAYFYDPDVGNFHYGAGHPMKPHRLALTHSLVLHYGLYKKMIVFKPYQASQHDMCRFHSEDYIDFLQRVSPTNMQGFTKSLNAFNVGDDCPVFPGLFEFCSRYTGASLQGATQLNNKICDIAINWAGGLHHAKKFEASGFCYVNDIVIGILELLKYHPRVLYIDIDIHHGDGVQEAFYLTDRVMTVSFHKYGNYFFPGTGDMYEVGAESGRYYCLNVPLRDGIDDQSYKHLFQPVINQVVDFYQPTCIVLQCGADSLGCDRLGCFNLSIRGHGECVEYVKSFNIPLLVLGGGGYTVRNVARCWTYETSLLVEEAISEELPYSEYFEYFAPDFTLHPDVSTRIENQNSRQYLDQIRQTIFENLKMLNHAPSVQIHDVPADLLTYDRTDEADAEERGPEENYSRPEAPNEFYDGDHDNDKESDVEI
SKKanGAS inh – S. pyogenes SKKanGAS growth inhibitors in kanamycin, primary screen, streptokinase expression inhibitor project, SKKanGAS strain, BacTiter-Glo luminescence; inhibition, % at 7.5 µM; AID 1662, 2009; 6 h; hit rate 1.3% among 300,000;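 active = mean replicate score, as percent of positive control median, at least 50; inconclusive = mean below 50 but one replicate at or above 50; inactive = mean and every replicate below 50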;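 note: strain carries kanamycin resistance gene driven by streptokinase promoter and grows in 40 µg/ml kanamycin; loss of luminescence reflects streptokinase promoter inhibition or plain growth inhibition; 0% = median of DMSO wells and 100% = positive control at its reference dose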
hERG rescue – hERG rescue from dofetilide block, primary screen, cell-based, CHO-hERG, FluxOR thallium flux, dofetilide IC70. Voltage-gated inwardly rectifying potassium channel KCNH2 (Homo sapiens), Q12809. dofetilide IC70 present. activation (rescue from dofetilide block), less the hit threshold, % at 10 µM. hit rate 0.51% among 310,000. AID 1511, 2009;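 active = activation above the mean of controls blocked by dofetilide plus 5 SD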;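 note: thallium influx through hERG after potassium depolarization seen as dye fluorescence rise; in these data hits start at about 4.7%; inactives centre near -7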
KCNQ1 act – potentiators or activators of KCNQ1 channel, primary screen, cell-based, thallium flux, high-throughput. AID 2648, 2010. CHO-K1 KCNQ1, thallium flux FluxOR fluorescence; active compounds read high. Potassium voltage-gated channel subfamily KQT member 1 (Homo sapiens), P51787. hit rate 0.35% among 310,000. B-score at 10 µM;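 active = fluorescence ratio B-score, a plate-corrected score, at least three library SD, with initial intensity B-score within 5 SD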
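Assay system: stable KCNQ1 CHO-K1 line; medium: assay buffer, equal DMSO in all wells; timing: 90 min dye loading and 20 min compound exposure, both at room temperature; technique: kinetic FluxOR thallium fluorescence, 10-s 1-Hz baseline, 110-s post-stimulus read; read-out basis: B score of baseline-normalized fluorescence ratio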
RGS4 pot – RGS4 potentiators or activators, primary screen, cell-based, HEK293 M3R inducible RGS4, calcium flux. B-score at 10 µM. carbachol calcium flux Fluo4; active compounds read low. AID 463111, 2010. hit rate 0.92% among 310,000;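 active = B-score of the integrated calcium signal more than 4 SD below the library mean, with starting fluorescence not abnormally high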;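 note: negative B-score means reduced calcium response which marks RGS4 activation or potentiation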
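Assay system: Inducible-RGS4 HEK293 cells carrying M3 receptor | Schedule: Compound preincubation 20 min at room temperature before agonist | Signal: Kinetic calcium fluorescence imaging with Fluo4-AM dye, 2 µM | Read-out basis: B score from integrated fluorescence ratio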
KCNK9 block – KCNK9 potassium channel inhibitors, primary screen, HEK293 cells, thallium flux. Potassium channel subfamily K member 9 (Homo sapiens), Q9NPC2. FluxOR thallium flux fluorescence; active compounds read low. B-score at 10 µM. hit rate 1.2% among 310,000;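 active = ratio B-score over 3 SD below the library mean, with starting fluorescence within 5 SD of its mean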;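 note: negative B-score means less thallium flux so channel inhibition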
An asterisk follows results filed as active; i = inactive; ? = inconclusive; nt = no result given; & = joins results of further samples. Rows are unselected. Share with any hit: about 6.3%.

SMILES	ANO1 block	TMEM16A act	KCNQ1 block	RGS4 inh	KCNK3 inh	HDAC3 inh	SKKanGAS inh	hERG rescue	KCNQ1 act	RGS4 pot	KCNK9 block
Clc1ccc(C2=NNC(=NCc3ccccc3)SC2)cc1	i	i	i	i	i	-4	4	-9	i	i	i
O=C(CCCCCn1c(=O)[nH]c2ccsc2c1=O)NCc1cccs1	i	i	i	i	i	1	-10	-6	i	i	i
COc1ccc(-n2c3c(c(=O)[nH]c2=O)C(NS(=O)(=O)c2ccc(Cl)cc2)(C(F)(F)F)C(=O)N3)cc1 (stereo not given)	i	i	i	i	i	-3	-2	-11	i	i	i
CS(=O)(=O)Cc1ccc(C(=O)Nc2cccc(-c3nc4ccccc4[nH]3)c2)cc1	i	i	i	i	i	2	7	-14	i	i	i
CN1/C(=C\C=C(C#N)C#N)C(C)(C)c2ccccc21	i	i	26*	i	i	-5	-2	-10	i	i	i
C=CCNC(=O)CCCc1ccccc1	i	i	i	i	i	5	4	-6	i	i	i
CC(C)(C)n1nc2c(c1NC(=O)Cc1ccc(F)cc1)CSC2	i	i	i	i	i	-9	-5	-8	i	i	i
O=C(CC1C(=O)NCCN1Cc1c(F)cccc1Cl)NCCCn1cccn1 (stereo not given)	i	i	i	i	i	-1	-6	-11	i	i	i
COc1ccc(N2C(=O)C3CCCN3C2c2ccc(C)cc2)cc1 (stereo not given)	i	i	i	i	i	-5	1	-6	i	i	i
CCOc1ccccc1COC(=O)c1cccc(-n2cnnn2)c1	i	i	i	i	i	7	3	-2	i	i	i
COc1cccc(N2CC(=O)N(c3cccc(OC)c3)CC2=O)c1	i	i	i	i	i	1	2	-6	i	i	i
COc1ccc(C2C3=C(CCCC3=O)Nc3n[nH]c(C)c32)cc1OC (stereo not given)	i	i	i	i	i	0	6	1	i	i	i
CCCn1c(-c2cccs2)nc2ccccc21	i	i	i	i	i	-27	1	-8	i	i	i
Cc1c(C(=O)NCc2cccs2)oc2ccccc12	i	i	i	i	i	0	0	-8	i	i	i
Cc1cc2oc(=O)cc(-c3cc4ccccc4o3)c2cc1O	i	i	i	i	i	1	4	-6	i	i	i
CCN(CC)C(=O)Nc1ccccc1C	i	i	i	i	i	-4	-1	-2	i	i	i
CCOC(=O)C1CCCN(C(=O)c2ccc(CNS(=O)(=O)c3ccc(C)cc3)cc2)C1 (stereo not given)	i	i	i	i	i	5	9	-18	i	i	i
O=C(c1ccccc1Cl)N1CCn2c1nc1ccccc12	i	i	i	i	i	-2	-1	-12	i	i	i
COc1ccc(CN2C(=O)NC(C)(c3ccc(C)cc3)C2=O)cc1F (stereo not given)	i	i	i	i	i	2	-1	-7	i	i	i
COc1cc(OC)c(CN2CCc3c([nH]c4ccccc34)C2)cc1Br	i	i	i	i	i	-3	-12	-23	i	i	i
COc1ccc(NC(=O)C23CC4CC(C2)CC(c2ccccc2)(C4)C3)c(OC)c1	i	i	i	i	i	0	26	-2	i	i	i
O=C(COc1ccccc1)NCC(c1cccs1)N1CCOCC1 (stereo not given)	i	i	i	i	i	-4	-8	-4	i	i	i
CCSc1nnc(NC(=O)c2cc(C)oc2C)s1	i	i	i	i	i	3	3	-9	i	i	i
COc1ccc(CNC(=O)C(=O)NCCC2CCCCN2S(=O)(=O)c2cccs2)cc1 (stereo not given)	i	i	i	i	i	nt	-2	-17	i	i	i
Cc1nn(Cc2c(F)cccc2Cl)c(C)c1NC(=O)C1CC1	i	i	i	i	i	2	-10	-2	i	i	i
CC(C(=O)NC1CCS(=O)(=O)C1)N1C(=O)/C(=C/c2ccc(Cl)cc2)SC1=S (stereo not given)	i	i	i	i	i	11	-1	-13	i	i	i
O=C(Cn1cc2c(n1)CCCC2)Nc1ccccc1Cl	i	i	i	i	i	3	-3	-4	i	i	i
COC(=O)c1ccccc1NC(=O)CSc1nc2cccnc2n1C	i	i	i	i	i	6	-10	-20	i	i	i
COc1cccc(C2C(C#N)=C(N)Oc3cc(C)[nH]c(=O)c32)c1OC (stereo not given)	i	i	i	i	i	-2	1	-11	i	i	i
C=CCn1c(Cc2cccs2)nnc1SCC(=O)Nc1ccc(C(=O)OCC)cc1	i	i	i	i	i	-4	9	-16	i	i	i
CCn1cc(/C=C(\NC(=O)c2ccccc2OC)C(=O)NCCCN2CCOCC2)c2ccccc21	i	i	i	i	i	7	1	-9	i	i	i
COc1cc([N+](=O)[O-])cc(/C=N/NC(=O)c2cc(-c3ccccc3)nc3ccccc23)c1O	i	i	i	i	i	-2	95*	-9	i	i	i
CCOc1ccc2nc(SCC(=O)Nc3ccc4c(c3)OCCO4)[nH]c2c1	i	i	i	i	i	9	-3	1	i	i	i
O=c1c(-c2ccc(Cl)cc2)[n+]([O-])c2ccccc2n1O	i	i	i	i	i	4	4	40*	32*	i	i
C/C(=N\Nc1ccc(F)cc1F)c1ccc(N2CCOCC2)cc1	i	i	i	i	i	?	-7	-8	i	i	i
CC(C)(C)SCCSC1=CC(=O)CC(c2ccccc2)C1 (stereo not given)	i	i	i	i	i	3	6	-4	i	i	i
Cc1cc(NC(=O)C2CCCCC2)n(-c2nc3ccccc3[nH]2)n1	i	i	i	i	i	8	21	-3	i	i	i
CCOc1ccc(Nc2ccc(N3C(=O)CCC3=O)cc2[N+](=O)[O-])cc1	i	i	i	i	i	1	9	-10	i	i	i
O=C1CCN(CCCc2ccccc2)CCN1[C@H](CO)c1ccccc1	i	i	i	i	i	-1	0	-6	i	i	i
Cc1ccc2[nH]c(=O)c3cc(C(=O)N(C)c4ccc(C)c(C)c4)sc3c2c1	i	i	i	i	i	-8	9	-10	i	i	i
O=C(O)C1CC(c2cccc(Br)c2)=NO1 (stereo not given)	i	i	i	i	i	-2	-16	-10	i	i	i
COC(=O)c1nc(NC(=O)c2cc(OC)c(OC)c(OC)c2)n[nH]1	i	i	i	i	i	39*	7	2	i	i	i
O=C(c1cc(-c2cccc(O)c2)on1)N1CCN(C(c2ccccc2)c2ccccc2)CC1	i	i	i	i	i	8	30	-12	i	i	i
CC(C)(C)c1nc2ccc(NS(=O)(=O)c3ccc(F)c(F)c3F)cc2[nH]1	i	i	i	i	i	0	-2	-5	i	i	i
COc1ccc(N2CCN(C3CCCN(S(=O)(=O)c4ccccc4)C3)CC2)cc1 (stereo not given)	i	i	i	i	i	-5	0	-7	i	i	i
O=C(Cn1nc(-c2ccccc2)ccc1=O)Nc1ccc(N2CCN(C(=O)c3ccccc3)CC2)cc1	i	i	i	i	i	-2	0	-14	i	i	i
Cc1cccc(OCc2nnc(SCc3nc4ccccc4c(=O)[nH]3)o2)c1	i	i	i	i	i	4	-7	-4	i	i	i
Cc1cc(C)cc(NC(=O)c2ccc(S(=O)(=O)NCc3cccnc3)cc2)c1	i	i	i	i	i	0	10	-8	i	i	i
CCN1C(=O)/C(=C/N2CCc3ccccc32)SC1=S	i	i	i	i	i	4	10	4	i	i	i
O=c1[nH]c(=S)n(-c2cccc(Cl)c2)c(O)c1/C=N/N1CCOCC1	i	i	i	i	i	11	8	-7	i	i	i
COc1ccc(NC(=O)CCc2nnc3ccc(NCc4ccc5c(c4)OCO5)nn23)cc1	i	i	i	i	i	-3	-3	-7	i	i	i
Cc1cc(Cl)cc(C)c1OCCCCn1ccnc1	i	i	i	i	i	13	-4	-12	i	i	i
CC(C)c1ccc(N(CC(=O)NCc2ccco2)C(=O)CCC(=O)Nc2ccccn2)cc1	i	i	i	i	i	-6	0	-9	i	i	i
CC1(C)CC(=O)c2cnc(NC(=O)CSc3nc4ccccc4o3)nc2C1	i	i	i	i	i	-2	-2	-6	i	i	i
CCCCn1c(SCN2C(=O)c3ccccc3C2=O)nc2cc(S(N)(=O)=O)ccc21	nt	i	i	i	i	nt	-1	-7	i	i	i
O=C(COc1coc(CN2CCc3ccccc3C2)cc1=O)Nc1ccc([N+](=O)[O-])cc1	i	i	i	i	i	2	0	-17	i	i	i
CC1=CC(C)=Nc2ccc(C)cc2N1	i	i	i	i	i	-2&-8	-17&-4	0&-13	i	i	i
Cc1cc2ncn(CC(C)C)c2cc1C	i	i	i	i	i	15	12	-4	i	i	i
O=C(NNC(=O)[C@H]1CC=CC[C@H]1C(=O)O)c1ccc(Cl)cc1Cl	i	i	i	i	i	2	1	-6	i	i	i
N/C(COc1ccc(Cl)cc1Cl)=N\NS(=O)(=O)c1ccccc1	i	i	i	i	i	-3	-1	-8	i	i	i
New compounds follow:
SMILES	ANO1 block	TMEM16A act	KCNQ1 block	RGS4 inh	KCNK3 inh	HDAC3 inh	SKKanGAS inh	hERG rescue	KCNQ1 act	RGS4 pot	KCNK9 block
CCc1ccccc1N(CC(=O)NCc1ccco1)C(=O)c1snc(C(N)=O)c1N	i	i	i	i	i	-18	-2	-3	i	i	i
O=C(C1CCCN(S(=O)(=O)c2ccc(F)cc2)C1)N1CCCC1 (stereo not given)	i	i	i	i	i	1	-5	-5	i	i	i
O=C(Nc1cnn(Cc2ccc(Cl)cc2)c1)C1CCCC1	i	i	i	i	i	2	-4	-5	i	i	i
Cc1cc(-c2cc(C(=O)Nc3ccccc3)on2)nc(NCC2CC2)n1	i	i	i	i	i	-3	11	-4	i	i	i
Clc1ccc(-c2cn3c(n2)-c2ccccc2C3)cc1Cl	i	i	i	i	i	nt	-1	-10	i	i	i
O=C(c1cccnc1Cl)N(Cc1ccccc1)Cc1ccccc1	i	i	i	i	i	-5	14	-21	i	i	i
